GLP1R inv ag: inverse agonists of human GLP-1 receptor; P43220; HEK293 GLP-1R CRE-luciferase, luminescence, 24 h; GLP-1R form is constitutively active; Potency, µM (titrated, usually from 38.3 µM), for the others: at the top dose activity change, negative = inhibition, usual class: inhibitors; 410,000 tested, 1.6% active; further: on the % scale 0 is the no-effect control and ±100 the full control effect; nearly all actives have a fitted effect of over 55% in size
Target sequence (P43220 whole entry, looked up): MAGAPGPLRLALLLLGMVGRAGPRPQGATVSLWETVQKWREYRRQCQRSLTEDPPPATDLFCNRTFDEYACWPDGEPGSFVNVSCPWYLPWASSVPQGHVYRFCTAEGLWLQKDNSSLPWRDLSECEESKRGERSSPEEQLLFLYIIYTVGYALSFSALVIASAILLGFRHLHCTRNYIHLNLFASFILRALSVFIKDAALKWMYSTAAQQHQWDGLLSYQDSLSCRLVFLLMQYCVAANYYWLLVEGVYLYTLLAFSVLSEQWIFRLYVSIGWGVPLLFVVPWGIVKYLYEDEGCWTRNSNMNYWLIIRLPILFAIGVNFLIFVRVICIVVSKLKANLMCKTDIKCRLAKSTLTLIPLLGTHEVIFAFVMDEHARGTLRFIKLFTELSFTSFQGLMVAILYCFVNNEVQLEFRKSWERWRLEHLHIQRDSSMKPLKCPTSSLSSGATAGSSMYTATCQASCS
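Luminescence readout: a drop in cAMP-driven luciferase signal flags inverse agonism at a constitutively active GLP-1R stably expressed in HEK293. Compound exposure lasted 24 hr at 37 deg C, 5% CO2.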
KB-V1 cytotox: KB-V1 MDR subline cytotoxicity; KB-V1 MDR cells viability, CellTiter-Glo, 72 h; Potency, µM (doses to about 46.1 µM), for inactives: top-dose activity change, negative = cytotoxicity, most hits filed as cytotoxic; 400,000 tested, 3.4% active; AID 1347076; further: on the % scale 0 is the no-effect control and ±100 the full control effect; nearly all actives have a fitted effect of over 60% in size
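KB-V1 cells (P-gp-expressing MDR subline of KB-3-1) in phenol-red-free DMEM with 10% FBS were exposed to library compounds over a concentration series for 72 h at 37 degrees C. Viability read by CellTiter-Glo luminescence; concentration-effect curves fitted after normalization.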
HT1080NT lethal: kills 2HG-producing HT-1080-NT fibrosarcoma cells. HT-1080-NT fibrosarcoma viability, CellTiter-Glo ATP luminescence, 48 h. Potency, µM (doses to about 46.1 µM), inactives show at the top dose activity, negative = less viability, most hits filed as cytotoxic. AID 686970. 360,000 tested, 1.6% active;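 further: NT is the 2HG producing partner of a matched IDH1 knockdown line; 0% = DMSO-treated cells and -100% = media-only wells without cells; nearly all actives have a fitted effect of over 55% in size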
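750 cells/well, RPMI + 5% FBS; 2 h settle, compound pin-transfer, 48 h at 37 degrees C. CellTiter-Glo 10 min RT, luminescence. Normalized to DMSO and media-only wells.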
HT1080 IDH1KD tx: HT-1080 IDH1 knockdown cell toxicity (counter line). HT-1080 IDH1 knockdown viability, ATP luminescence, 48 h. Potency, µM (highest dose often 46.1 µM), inactives show top-dose activity, negative = toxicity, actives largely listed as cytotoxic. 360,000 tested, 2% active. AID 686971;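 further: 0% = DMSO wells and -100% = cell-free medium wells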
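HT-1080-IDH1KD cells (IDH1 knocked down), 750/well in RPMI with 5% FBS, treated with compound 48 h at 37 degrees C. Viability by CellTiter-Glo luminescence, normalised to DMSO and no-cell wells; concentration-response curves classed.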
TDP-43 yeast inh: TDP-43 toxicity inhibition in yeast; TDP-43 expressing yeast growth rescue, BacTiter-Glo, 24 h; Potency, µM (highest dose often 46.1 µM), without a hit: top-dose growth rescue (activation), hits mostly activators; 410,000 tested, 1.8% active; AID 652104; further: % of control where 0% means no effect; nearly all actives have a fitted effect of over 50% in size
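Readout is BacTiter-Glo luminescence of cell growth, so inhibitors register as activators. TDP-43-expressing yeast at OD600=0.02 in galactose medium, after raffinose pregrowth to mid-log, were incubated with compound for 24 hr at 30 deg C.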
GLP-1R agonist: GLP-1 receptor (human) agonism; P43220; HEK293 GLP-1R CRE-luciferase, luminescence, 4-6 h; cells express a hypersensitive GLP-1R form; Potency, µM (series often up to 45.6 µM), without a hit: top-dose activation, usual class: activators; 380,000 tested, 0.007% active; AID 624172; further: % of control where 0% means no effect
KB-3-1 tox: kills parental KB-3-1 adenocarcinoma cells; KB-3-1 viability, CellTiter-Glo ATP luminescence, 72 h; Potency, µM (doses to about 46.1 µM), inactives show at the highest dose activity change, negative = cytotoxic, most hits filed as cytotoxic; 400,000 tested, 1.4% active; AID 1347075; further: on the % scale 0 is the no-effect control and ±100 the full control effect; nearly all actives have a fitted effect of over 60% in size
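Screening of KB-3-1 cells (DMEM, 10% FBS, phenol-red free) ran from lowest to highest compound concentration; after 72 h at 37 °C viability was read luminescently and curves fitted.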
HEK293 tox: cytotoxic in the GLP-1 receptor inverse agonist counter-screen; 410,000 tested, 0.13% active; HEK293 cAMP-luciferase reporter cells, luminescence, 24 h; Potency, µM (titrated, usually from 38.3 µM), inactives show at the top dose activity change, negative = inhibition, usual class: inhibitors;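 further: loss of luciferase light is scored as toxicity; on the % scale 0 is the no-effect control and ±100 the full control effect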
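To flag toxic compounds, the library was rerun on cells for 24 hr at 37 deg C and 5% CO2. Viability-linked luminescence was captured 12 min after adding luciferase detection reagent.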
SW480 rereplic: DNA re-replication induction in SW480 cells | Potency, µM (doses to about 46.1 µM), for inactives: at the highest dose re-replication activation, actives largely listed as activators | SW480 DNA re-replication, Hoechst DNA content imaging, 48 h | 340,000 tested, 1.8% active | AID 624297; further: % of control where 0% means no effect; nearly all actives have a fitted effect of over 55% in size
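Image-based DNA-content assay: after two days of treatment, nuclei were labelled with the DNA dye Hoechst and imaged, and hits were compounds raising the count of nuclei showing high fluorescence intensity.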
An asterisk follows results filed as active; ? = inconclusive; nt = not tested or not shown; [ ] = another dose, or the depositor's remark. The call rests on the fitted dose curve; in most records, active means well fitted curve in the direction sought with a large enough effect; inconclusive means small, poorly fitted or top-dose-only effect, or another doubt; inactive means no such curve, though single readings can be large; an effect the other way counts as inactive or inconclusive. Potency means the concentration at half of the fitted maximal effect.

SMILES	GLP1R inv ag	KB-V1 cytotox	HT1080NT lethal	HT1080 IDH1KD tx	TDP-43 yeast inh	GLP-1R agonist	KB-3-1 tox	HEK293 tox	SW480 rereplic
Nc1nn(-c2ccccc2)c(N)c1N=Nc1ccccc1F	?	4.6µM*	8.2µM*	5.8µM*	13µM*	8%	?	?	10µM*
Cn1c(=O)c2c(nc(NC3CCCCC3)n2Cc2ccccc2)n(C)c1=O	3%	-4%	16%	7%	?	9%	-1%	2%	-1%
NS(=O)(=O)c1ccc(CCNc2nc(C(F)(F)F)nc3ccccc23)cc1	-12%	?	?	-22%	-5%	?	?	-20%	-4%
O=C(CCC(=O)N1CCOc2ccc(Cl)cc21)NCCCN1CCN(Cc2ccccc2)CC1	?	-16%	-7%	-5%	10%	-5%	11%	-17%	-1%
COc1cc(/C=C2/C(=O)ON=C2c2ccccc2)ccc1O	-7%	?	-13%	-7%	?	-12%	-16%	2%	?
CCCn1c(SCC(=O)NCc2ccc(F)cc2)n[nH]c1=O	14%	12%	14%	-3%	1%	3%	10%	5%	0%
CCC(=O)c1coc2ccc(O)cc12	0%	10%	-2%	17%	?	-2%	-2%	12%	6%
CCCCN(CC)CCCNC(=S)Nc1ccc2nc(N3CCN(CC)CC3)cc(C)c2c1	?	1%	16µM*	?	-23%	16%	-19%	?	?
c1ccc(CCn2nnc3ccccc32)cc1	-1%	5%	6%	0%	0%	2%	0%	-4%	-8%
O=C(c1cc(-c2ccncc2)nc2ccccc12)N1CCN(c2ccccc2O)CC1	-6%	16%	-4%	-5%	-14%	9%	3%	-4%	6%
O=C(c1ccc(N2CCOCC2)c([N+](=O)[O-])c1)N1CCCCC1	12%	8%	7%	6%	-18%	7%	1%	-7%	10%
COc1ccc(S(=O)(=O)N2CCC[C@H]2C(=O)N2CCC[C@H]2C(=O)NCc2ccccc2)cc1C	21%	-9%	1%	11%	16%	16%	3%	-4%	nt
COc1ccc(OC)c(/C=N\NC(=O)CC(=O)NCCc2ccccc2)c1	3%	-9%	-3%	1%	0%	-1%	-5%	7%	-2%
CCOc1ccc(S(=O)(=O)N2CCN(C3CC(=O)N(c4cccc(C(C)=O)c4)C3=O)CC2)cc1 (centres undefined)	-11%	0%	6%	4%	28%	-23%	10%	-10%	-4%
CC1CCCC(C)N1NC(=S)Nc1ccc(OC(F)F)cc1 (centres undefined)	?	-17%	1%	0%	17%	-11%	0%	?	nt
COc1ccc([N+](=O)[O-])cc1NC(=O)Nc1ccccc1	?	?	12%	-1%	-4%	-5%	?	-1%[1.53 µM]	-4%
CCn1cc(S(=O)(=O)c2ccccc2)c(=O)c2cc(F)c(F)cc21	5%	-9%	nt	nt	24%	nt	-10%	-8%	nt
CCc1cccc2c1NC1(CCCC1)CC2C (centres undefined)	-6%	-19%	17%	-1%	-16%	5%	-2%	0%	2%
CC(C)(C)C1CCC(=NNC(=O)CN(c2ccccc2)S(C)(=O)=O)CC1 (centres undefined)	3%	5%	16%	21%	23%	7%	11%	-17%	2%
Cc1cccc(C(=O)NC(=O)Nc2ccc(-c3cc(C(F)(F)F)nn3-c3ccccc3)cc2)c1	13%	8%	nt	nt	3%	nt	-1%	1%	nt
O=C(O)CC/C(=N\NC(=O)CNC(=O)c1cccc(Cl)c1)c1ccccc1	2%	2%	9%	8%	3%	6%	25%	0%	1%
C[C@H](CO)N1C[C@H](C)[C@@H](CN(C)S(=O)(=O)c2cccs2)Oc2ccc(NS(=O)(=O)c3ccccc3)cc2C1=O	10%	-13%	-5%	-4%	-8%	-4%	-16%	-1%	0%
CCc1cccc(OCC(=O)Nc2c[nH]c(=O)[nH]c2=O)c1	38%[activator]	?	12%	2%	24%	2%	-13%	0%	-4%
O=S(=O)(CC12C3C4C5C1C2C(Br)(C43)C51OCCO1)c1ccccc1 (centres undefined)	9%	-17%	12%	11%	22%	-16%	-1%	9%	-1%
Cn1c(=O)c(=O)n(C)c2cc(S(=O)(=O)N3CCCC3C(=O)NCc3cccs3)ccc21 (centres undefined)	12%	?	28%	18%	-17%	5%	3%	-7%	-86%[inhibitor]
CCCN1C(=O)C(O)(C2COC(C)(C)CC2=O)c2ccccc21 (centres undefined)	10%	-2%	10%	?	-11%	1%	0%	3%	?
Cc1ccccc1C(=O)Nc1nnc(-c2ccco2)s1	?	5%	1%	-11%	-15%	2%	2%	-15%	4%
Cc1cc(Br)ccc1N=C1NC(=O)CS1	12%	15%	1%	-9%	-25%[1.82 µM]	5%	7%	-11%	-3%
COc1ccc(CNC(=O)C(NS(=O)(=O)c2cccc3nsnc23)C(C)C)cc1 (centres undefined)	-6%	-2%	5%	1%	-2%	7%	9%	-6%	1%
COc1ccc(CCNC(=O)CCc2c(C)nc3cc(-c4ccccc4)nn3c2C)cc1OC	6%	9%	nt	nt	-7%	4%	-19%	22%	nt
C/C(=N\OC(=O)c1ccc(Br)cc1)c1ccccn1	4%	0%	-1%	-3%	12%	-1%	-3%	2%	-1%
COc1ccc(OC)c(NC(=O)c2c(N3CCCC3=O)c3cc(OC)ccc3n2C)c1	-2%	-13%	nt	nt	5%	-4%	6%	-9%	nt
C[C@@H](C(=O)OCn1nnc2ccccc2c1=O)N1C(=O)C2CCCCC2C1=O (some centres undefined)	8%	0%	-2%	2%	15%	8%	1%	-1%	1%
CCOC(=O)Cn1c(=O)oc2cc(S(=O)(=O)Nc3cc(Cl)ccc3OC)ccc21	-13%	0%	16%	5%	0%	0%	29%	-5%	-4%
O=C1CC(c2ccccc2)Oc2ccc(Cl)cc21 (centres undefined)	?	-24%	16%	-5%	?	1%	3%	-12%	14%
COc1ccccc1N1CCN(C(=O)c2c(-c3c(F)cccc3Cl)noc2C)CC1	?	?	?	?	-15%	-6%	?	-21%	?
CCn1c(=O)c(C(=O)NCCCO)c(O)c2ccccc21	?	?	-25%	-36%	-8%	?	?	-7%	0%
O=C(/C=C/c1cccs1)N1CCCCC1	4%	-13%	15%	5%	-23%	7%	-1%	-2%	-10%
CC(=O)N1CCN(c2ccccc2NC(=O)c2cccc3c(Cl)cccc23)CC1	-11%	-4%	-19%	-12%	-4%	19%	-17%	1%	0%
CCc1nnc(NC(=S)Nc2ccccc2)s1	?	9%	11%	15%	13µM*	0%	8%	?	-3%
COc1ccc(NC(=O)c2cc(S(=O)(=O)N3CCCC3)c[nH]2)cc1	-2%	?	18%	15%	0%	-1%	2%	10%	2%
COc1ccc(C(=O)N2CCC(C)(C(=O)O)C2)cc1OC (centres undefined)	3%	1%	5%	15%	23%	-3%	0%	5%	nt
O=c1c(Cc2c(F)cccc2Cl)c(O)ccn1Cc1ccc(F)cc1	-9%	-2%	-19%	-9%	2%	-2%	-14%	-11%	3%
CCS(=O)(=O)N1CCC(C(=O)N2CCN(c3ccccc3)CC2)CC1	-1%	-10%	5%	-3%	-5%	0%	5%	6%	1%
Cc1nc(SCC(=O)NC2CCCC2)[nH]c(=O)c1C	8%	-3%	9%	-1%	-12%	0%	-1%	6%	-26%
CCOc1cc(Br)cc(/C=N/NC(=O)c2cccnc2)c1O	-24%	-6%	?	?	-16%	8%	?	3%	?
COc1cccc(/C=N/NC(=O)CNC(=O)c2cccnc2)c1O	?	-14%	?	12µM*	-10%	0%	-3%	-3%	?
Cc1cc(OCC(=O)Nc2ccc(S(=O)(=O)N3CCN(C)CC3)cc2)ccc1Cl	?	-1%	-8%	-7%	4%	-3%	-4%	-7%	-1%[9.22 µM]

Three of the entries above in order of their number in SW480 rereplic, low to high.
| smiles | SW480 rereplic |
| --- | --- |
| CCOC(=O)Cn1c(=O)oc2cc(S(=O)(=O)Nc3cc(Cl)ccc3OC)ccc21 | -4% |
| Cc1cc(Br)ccc1N=C1NC(=O)CS1 | -3% |
| COc1ccc(CNC(=O)C(NS(=O)(=O)c2cccc3nsnc23)C(C)C)cc1 (centres undefined) | 1% |

New compounds follow:
SMILES	GLP1R inv ag	KB-V1 cytotox	HT1080NT lethal	HT1080 IDH1KD tx	TDP-43 yeast inh	GLP-1R agonist	KB-3-1 tox	HEK293 tox	SW480 rereplic
Cc1nc(CSc2n[nH]c(=O)n2-c2ccccc2)cs1	-4%	0%	-7%	-10%	-3%	-1%	0%	-10%	-8%
CC(C)C(=O)n1nc(-c2cccnc2)nc1NCc1cccs1	6%	4%	15%	-2%	24%	-9%	16%	10%	-2%
O=C(CNS(=O)(=O)c1ccc2c(c1)OCCCO2)N1CCN(c2ccc(F)cc2)CC1	-25%	?	-2%[9.24 µM]	-2%	10%	-6%	?	-1%	1%
CC(=O)Nc1cccc(OCCCNS(=O)(=O)c2ccc(C#N)cc2)c1	3%	11%	4%	0%	2%	1%	-7%	6%	20%
Cc1[nH][nH]c(=O)c1N=Nc1ccc(F)cc1	15%	0%	6%	10%	?	8%	6%	?	-13%
COc1ccc(C(=O)Nc2cccc(OC(=O)c3ccc(C)c(C)c3)c2)cc1	?	-1%	-24%	-15%	-25%	-20%	-22%	-30%	0%
CCOC(=O)/C(C#N)=C/c1cc2ccc(C)cc2nc1Cl	-2%	17%	0%	-2%	-15%	21%	5%	26%	?
COc1cc(/C=C2\SC(=S)N(Nc3ncc(C(F)(F)F)cc3Cl)C2=O)cc(OC)c1OC	0%	15%	-1%	7%	-18%	-9%	4%	1%	-10%

Three neighbouring entries out of the list so far, quoted:
SMILES	GLP1R inv ag	KB-V1 cytotox	HT1080NT lethal	HT1080 IDH1KD tx	TDP-43 yeast inh	GLP-1R agonist	KB-3-1 tox	HEK293 tox	SW480 rereplic
Nc1nn(-c2ccccc2)c(N)c1N=Nc1ccccc1F	?	4.6µM*	8.2µM*	5.8µM*	13µM*	8%	?	?	10µM*
Cn1c(=O)c2c(nc(NC3CCCCC3)n2Cc2ccccc2)n(C)c1=O	3%	-4%	16%	7%	?	9%	-1%	2%	-1%
NS(=O)(=O)c1ccc(CCNc2nc(C(F)(F)F)nc3ccccc23)cc1	-12%	?	?	-22%	-5%	?	?	-20%	-4%

Screening data as filed in PubChem BioAssay.
